High-throughput results from PubChem.
PrPC surface inh: reduces human prion protein on the cell surface. P04156. cell surface PrPC, TR-FRET read-out. inhibition, % at 13.8 µM. actives 0.43% (n = 370,000). AID 720596; in the data active = inhibition above about 24%; note: 0% = median of the test wells and 100% = reference compound wells
CCHFV vOTU inh: blocks the CCHF virus ovarian tumor domain protease; inhibition, % at 11.5 µM; actives 0.55% (n = 370,000); AID 651958; CCHFV vOTU protease, Pep-AMC fluorescence; in the data active = inhibition above about 30%; note: 0% = vehicle wells with enzyme and 100% = no enzyme wells
Active calls of the source: *. Not all compounds are listed. The share of hits here may be higher or lower than overall.

SMILES	PrPC surface inh	CCHFV vOTU inh
Cc1cccc(C)c1NC(=O)[C@@H]1CC(=O)O[C@@H]1c1ccccc1	2	-8
CC(=O)CC[C@H]1CC[C@]2(CCCN(S(C)(=O)=O)C2)O1	-7	7
COc1ccc(-c2nn3c(-c4n[nH]c5c4CCC5)nnc3s2)cc1	13	-1
C/C(=N\NC(=O)Cc1cccs1)c1ccco1	11	-4
CC(=O)NC(Cc1ccccc1)P(=O)(O)O (stereo unspecified)	5	2
COC(=O)[C@]12C[C@H](CC(=O)NCC34CC5CC(CC(C5)C3)C4)C(=O)N(Cc3cccc4ccccc34)C1=C[C@H](COCc1ccccc1)O[C@@H]2C	0	10
O=C(Nc1ccccc1[N+](=O)[O-])NC1CCCCN(Cc2ccc(Cl)cc2)C1=O (stereo unspecified)	-4	2
Cc1ccc(Cn2cc(CN(C(C)(C)C)S(=O)(=O)c3ccccc3Br)nn2)cc1	4	3
CCCCNS(=O)(=O)CC1NCc2cc(OC)ccc21 (stereo unspecified)	-3	2
Cn1c(Cc2cccs2)nnc1SCC(=O)Nc1ccc2cn[nH]c2c1	15	31*
COc1ccc(Cn2ccc3ccc(-c4ccc5ccn(Cc6ccccc6F)c5c4)cc32)cc1	-4	17
O=C(CCc1ccccc1)N[C@H]1[C@H](OCc2ccccc2)CCC[C@@]12C(=O)N(Cc1ccccc1)c1ccccc12	7	7
CCOc1cccc(/C=N\NC(=O)Cc2cccs2)c1O	-8	3
O=C(CSc1nnc(-c2ccc(Cl)cc2)n1Cc1ccco1)Nc1cccc2ccccc12	-3	0
COC(=O)C1CN(Cc2ccc(OC)cc2)CCS(=O)(=O)N1Cc1cn(CCOC(C)=O)nn1 (stereo unspecified)	2	-9
C=CCCC(=O)N1CCC(C(=O)NCC2COc3ccccc3O2)CC1 (stereo unspecified)	-5	-4
CCOC(=O)[C@@]12CCC3=C1N(CCC3)C(=O)[C@H](CC(=O)NCC13CC4CC(CC(C4)C1)C3)C2	1	3
COc1cccc(CNC(=O)CN2CCCc3ccccc32)c1	-6	-1
CC(C)(C)OC(=O)[C@H](Cc1ccccc1)NCC(=O)OCc1ccc(C(=O)NCc2ccccc2)cc1	4	16
O=C(Cn1nnc(-c2ccc(N3CCOCC3)cc2)n1)c1cccc(F)c1	-6	2
O=C(Nc1ccccc1C(F)(F)F)OCCN1C(=O)CCC12CCC(c1ccccc1)CC2 (stereo unspecified)	-2	4
O=C(OCc1cn(Cc2cccc(F)c2)nn1)N1CCCCC1	-1	-2
c1ccc(CCn2nnc(-c3ccc(N4CCOCC4)cc3)n2)cc1	11	13
COc1cc2c(c(OC)c1)C(=O)O[C@H](C)C[C@@H]1O[C@H]1CCCCC(=O)C2	0	-3
COC(=O)[C@]12C[C@H](CC(=O)N3CCN(C(=O)c4ccco4)CC3)C(=O)N(CCc3ccc(OC)c(OC)c3)C1=C[C@H](C(C)C)O[C@@H]2C1CC1	-3	-2

Full records, looked up by structure. Order of values: PrPC surface inh | CCHFV vOTU inh
`COc1ccc(Cn2ccc3ccc(-c4ccc5ccn(Cc6ccccc6F)c5c4)cc32)cc1` in the list: -4 | 17
`COc1cc2c(c(OC)c1)C(=O)O[C@H](C)C[C@@H]1O[C@H]1CCCCC(=O)C2` in the list: 0 | -3

Next part
SMILES	PrPC surface inh	CCHFV vOTU inh
C[C@H]1COc2cc(Br)ccc2S(=O)(=O)N1Cc1cn(CCC2OCCCO2)nn1	-6	-4
CCOC(=O)C1=NOC(C(C)=O)(C(=O)NC2CCCC2)C1 (stereo unspecified)	2	-6
Cc1ccc(CN2CCCCC(NC(=O)c3ccc(COc4ccccc4)cc3)C2=O)cc1 (stereo unspecified)	25*	4
N#CCC[C@@H]1CC[C@]2(CCCN(Cc3ccc(Br)cc3)C2)O1	-12	9
C[C@H]1/C=C/CC(=O)N[C@@H](c2ccccc2)[C@@H](C)/C=C/CC(=O)N[C@H]1c1ccccc1	9	-3
O=S1(=O)c2c(cccc2N2CCC[C@H]2CO)O[C@@H]2CCN1C2	2	-2
Clc1ccc([C@H]2OC[C@@]3(CNCc4ccccn4)CS[C@H](c4ccc(Cl)cc4)N23)cc1	4	7
Cc1nnc(C)n1N=Cc1ccc(Cl)c([N+](=O)[O-])c1	-21	1
Cn1c(SCCc2ccccc2)nnc1-c1ccco1	1	9
C[C@H]1[C@@H](C(=O)N2CCCC2)Cc2nc3ccccc3nc2C[C@@H]1c1ccccc1	-5	0
CCCCN1C[C@@H](COCc2ccccc2)Oc2cc(F)ccc2S1(=O)=O	-3	2
CCOC(=O)N1CCN(C(=O)C[C@H]2C[C@@]3(C(=O)OC)C(=C[C@H](C4CCCC4)O[C@@H]3C)N(CCc3ccc(OC)c(OC)c3)C2=O)CC1	-2	4
COC(=O)[C@@]12CCCCC=C1N(CCc1ccc(Cl)cc1)C(=O)[C@H]2CC(=O)NCCc1ccccc1OC	-8	1
COc1ccc2[nH]c3c(c2c1)CCN[C@]31C(=O)N(c2ccccc2)c2ccccc21	2	-5
COc1ccc2c(c1)CNC2CS(=O)(=O)NCCc1ccccc1 (stereo unspecified)	-5	0
Cc1cccc(C)c1NC(=O)C1CCCN1S(=O)(=O)c1cccc2cccnc12 (stereo unspecified)	10	-5
Cc1cccc(-c2nnc(SCC(=O)c3ccc(F)cc3)n2C)c1	-2	0
CC(C)N1Cc2nnn(Cc3ccc(F)cc3)c2-c2cc(F)ccc2S1(=O)=O	-3	6
COC(=O)[C@]12CCCCC=C1N(Cc1ccc(OC)cc1)C(=O)[C@@H]2CC(=O)N1CCSCC1	-6	6
COC(=O)[C@]12C[C@H](CC(=O)NCc3cccc(C(F)(F)F)c3)C(=O)N(Cc3ccc(Cl)cc3Cl)C1=C[C@H](C1CCCC1)O[C@@H]2C	-3	32*
O=C(CSc1nc2ccccc2nc1N1CCCCC1)N1CCN(C(c2ccccc2)c2ccc(Cl)cc2)CC1 (stereo unspecified)	11	11
Cc1nn(-c2ccccc2)c2sc(C(=O)N3CCN(Cc4ccccc4)CC3)cc12	5	16
Cc1cccc(Cn2cc(COC(=O)Nc3ccc(F)cc3)nn2)c1	9	11
O=C(NC1CCCC1)C1CSCCS(=O)(=O)N1Cc1ccccc1 (stereo unspecified)	-4	-3
Cc1ccc(CN2CCCCC(NC(=O)c3ccc4ccccc4c3)C2=O)cc1 (stereo unspecified)	9	5

(more compounds)
SMILES	PrPC surface inh	CCHFV vOTU inh
COC(=O)[C@]12C[C@H](CC(=O)N3CCN(C(=O)c4ccco4)CC3)C(=O)N(CCC3=CCCCC3)C1=C[C@H](C(C)C)O[C@@H]2C1CC1	0	9
CC(C)[C@H](NC(=O)[C@@H]1CCCN1)C(=O)N1CCC2CCN(S(=O)(=O)c3ccccc3)CC21 (stereo partly specified)	-5	-7
O=S1(=O)c2c(cccc2N2CC[C@@H](O)C2)O[C@@H]2CCN1C2	-4	0
O=C(CCc1nc(-c2ccccc2F)no1)NCCc1cccc(F)c1	-7	0
CC(c1ccc(O)cc1)c1cn(C)c2ccccc12 (stereo unspecified)	6	-1
O=C(Cn1c(-c2cncs2)nc2ccccc21)NCc1cccs1	-1	2
CC(C)N1CCCCC(NC(=O)c2ccc(Br)cc2)C1=O (stereo unspecified)	-9	1
COC(=O)c1cc(-c2cccc(OCc3ccccc3)c2)c(=O)n2c1CCC2	3	7
CC(=O)N1c2cc(S(=O)(=O)Nc3c(C)n(C)n(-c4ccccc4)c3=O)c(Br)cc2CC1C (stereo unspecified)	-6	-1
CCOC(=O)N1CCN(C(=O)C[C@H]2C[C@@]3(C(=O)OC)C(=C[C@H](C(C)C)O[C@@H]3C3CC3)N(Cc3ccc4c(c3)OCO4)C2=O)CC1	8	9
COc1ccc(C2C(C(=O)N3CCOCC3)CC(=O)N2c2ccc(OC)cc2)cc1 (stereo unspecified)	1	7
O=C(CCS(=O)(=O)c1cc2c(cc1Br)CCN2C(=O)C1CC1)N1CCN(c2ccccn2)CC1	-2	2
C[C@H]1CCCN1c1ccc2c(c1)O[C@H]1CCN(C1)S2(=O)=O	-4	0
COC(=O)[C@]12C[C@H](CC(=O)NCCc3ccccc3OC)C(=O)N(Cc3cccc4ccccc34)C1=C[C@H](C(C)(C)C)O[C@@H]2C	8	27
Cc1cccc(OC(C)CCN2CCC(C(O)(c3ccccc3)c3ccccc3)CC2)c1 (stereo unspecified)	-15	4
COC(=O)[C@]12C[C@H](CC(=O)NCc3cccc4ccccc34)C(=O)N(Cc3cccc4ccccc34)C1=C[C@H](C(C)(C)C)O[C@@H]2C	-5	27
CC(C)(C)C(=O)CSc1nnc(SCc2cccc3ccccc23)s1	4	6
CCCC(=O)OC12CCCN(C1)/C(=C/c1cccc(N(C)C)c1)C2 (stereo unspecified)	-7	-2
Cc1ccc(Cn2cc(CN3[C@@H](Cc4ccccc4)COc4cc(Br)ccc4S3(=O)=O)nn2)cc1	-4	14
CCN(C(=O)[C@@H](C)[C@@H](O)c1ccc2ccccc2c1)c1ccccc1	-2	2
COc1ccc(CN2C(=O)c3ccnn3CC2(C)c2nnnn2-c2c(C)cccc2C)cc1 (stereo unspecified)	3	-10
O=C(c1cccc(I)c1)N1CCC(Oc2cccnc2)CC1	11	2
O=C(NCc1ccccc1Cl)C1CCC(CNS(=O)(=O)c2cccc3cccnc23)CC1 (stereo unspecified)	39*	6
CN(CCOC(=O)CSc1ccccc1)C1CN(Cc2cn(Cc3ccccc3F)nn2)S(=O)(=O)C1 (stereo unspecified)	4	-9
S=c1[nH]nc(-c2n[nH]c3c2CCC3)n1N=Cc1c[nH]c2ccccc12	6	5

15 structures out of the list, arranged by heavy-atom count, rising:
SMILES	PrPC surface inh	CCHFV vOTU inh
CC(c1ccc(O)cc1)c1cn(C)c2ccccc12 (stereo unspecified)	6	-1
O=S1(=O)c2c(cccc2N2CC[C@@H](O)C2)O[C@@H]2CCN1C2	-4	0
O=C(c1cccc(I)c1)N1CCC(Oc2cccnc2)CC1	11	2
CCCC(=O)OC12CCCN(C1)/C(=C/c1cccc(N(C)C)c1)C2 (stereo unspecified)	-7	-2
CCN(C(=O)[C@@H](C)[C@@H](O)c1ccc2ccccc2c1)c1ccccc1	-2	2
O=C(CCc1nc(-c2ccccc2F)no1)NCCc1cccc(F)c1	-7	0
COC(=O)c1cc(-c2cccc(OCc3ccccc3)c2)c(=O)n2c1CCC2	3	7
COc1ccc(C2C(C(=O)N3CCOCC3)CC(=O)N2c2ccc(OC)cc2)cc1 (stereo unspecified)	1	7
O=C(NCc1ccccc1Cl)C1CCC(CNS(=O)(=O)c2cccc3cccnc23)CC1 (stereo unspecified)	39*	6
COc1ccc(CN2C(=O)c3ccnn3CC2(C)c2nnnn2-c2c(C)cccc2C)cc1 (stereo unspecified)	3	-10
O=C(CCS(=O)(=O)c1cc2c(cc1Br)CCN2C(=O)C1CC1)N1CCN(c2ccccn2)CC1	-2	2
Cc1ccc(Cn2cc(CN3[C@@H](Cc4ccccc4)COc4cc(Br)ccc4S3(=O)=O)nn2)cc1	-4	14
CN(CCOC(=O)CSc1ccccc1)C1CN(Cc2cn(Cc3ccccc3F)nn2)S(=O)(=O)C1 (stereo unspecified)	4	-9
COC(=O)[C@]12C[C@H](CC(=O)N3CCN(C(=O)c4ccco4)CC3)C(=O)N(CCC3=CCCCC3)C1=C[C@H](C(C)C)O[C@@H]2C1CC1	0	9
COC(=O)[C@]12C[C@H](CC(=O)NCc3cccc4ccccc34)C(=O)N(Cc3cccc4ccccc34)C1=C[C@H](C(C)(C)C)O[C@@H]2C	-5	27

Going on with the list:
SMILES	PrPC surface inh	CCHFV vOTU inh
O=C(c1ccc(F)cc1Cl)N1CCC(Oc2cccnc2)CC1	7	0
COC(=O)C[C@@H]1CC[C@H]2[C@@H](COc3ccc(NS(=O)(=O)CC(F)(F)F)cc3C(=O)N2C)O1	-9	-2
COC(=O)[C@H](C(C)C)N(CCCc1cn(Cc2ccccc2)nn1)S(=O)(=O)c1ccc(F)cc1Br	1	6
C=CCOC(=O)N[C@@H](c1coc2ccccc2c1=O)[C@@H](C)/C=C/CC(=O)OC	9	9
CC(C)CCN(C)C1CCN(C(=O)Nc2ccc(Cl)cc2)CC1	2	-7
COc1cccc(CO[C@H]2C=C[C@@H](c3ccccc3)O[C@@H]2COC(C)=O)c1	-7	-2
COc1cc(OC)cc(C(=O)NCCN2C(=O)C3C4C=CC(C4)C3C2=O)c1 (stereo unspecified)	0	-3
C[C@@H]1[C@@H](O)C[C@@]2(C[C@H](O)c3cc(Cl)ccc3O2)O[C@H]1c1ccccc1Cl	-2	10
COc1ccc(S[C@]2(C(=O)N3CCOCC3)CC(=O)N(S(=O)(=O)c3ccc(F)cc3)[C@@H]2c2ccc(OC)cc2)cc1	-10	8
COC(=O)[C@]12C[C@H](CC(=O)NCCCCc3ccccc3)C(=O)N(CCc3ccc(OC)c(OC)c3)C1=C[C@H](COCc1ccccc1)O[C@@H]2C	-6	4
N[C@H](C(=O)N1CCC[C@@H]1C(=O)N1CCC2CCN(S(=O)(=O)c3ccccc3)CC21)c1ccccc1 (stereo partly specified)	6	7
COc1cc(-c2nnc(SCC(=O)N3C(C)CCCC3C)o2)cc(OC)c1OC (stereo unspecified)	8	0
O=C([C@@H]1C[C@H]1c1ccccc1)N1CCC(Oc2cccnc2)CC1	-2	5
O=C(NCc1ccccc1)C1(C(=O)C2CC2)CC(c2ccccc2C(F)(F)F)=NO1 (stereo unspecified)	9	1
Cc1ccccc1CNC(=O)C1CCC(CNS(=O)(=O)c2cccc3cccnc23)CC1 (stereo unspecified)	4	7
O=C1C[C@@H](O)[C@H](O)c2cccc(O)c21	-4	45*
CC(C)[C@H](N)C(=O)N[C@@H](Cc1ccccc1)C(=O)N1CCC2CCN(S(=O)(=O)c3ccccc3)CC21 (stereo partly specified)	-7	-5
CCCCN1CCS(=O)(=O)N(Cc2ccc(Cl)cc2)C(C(=O)OC)C1 (stereo unspecified)	1	0
